Mcl1 Bid PPI: disrupts binding of human Mcl-1 to Bid peptide; Q07820; TR-FRET Mcl-1/Bid-Dy647 peptide binding, 1536-well; inhibition, % at 21.7 µM; hit rate 0.97% among 220,000;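 active = compounds that cut the binding signal by more than half at the single screening dose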;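 note: His-tagged Mcl-1 with europium anti-His antibody binding Bid BH3 peptide; 0% = Mcl-1 plus peptide wells and 100% = peptide-only wells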
Target sequence (Q07820 whole entry, looked up): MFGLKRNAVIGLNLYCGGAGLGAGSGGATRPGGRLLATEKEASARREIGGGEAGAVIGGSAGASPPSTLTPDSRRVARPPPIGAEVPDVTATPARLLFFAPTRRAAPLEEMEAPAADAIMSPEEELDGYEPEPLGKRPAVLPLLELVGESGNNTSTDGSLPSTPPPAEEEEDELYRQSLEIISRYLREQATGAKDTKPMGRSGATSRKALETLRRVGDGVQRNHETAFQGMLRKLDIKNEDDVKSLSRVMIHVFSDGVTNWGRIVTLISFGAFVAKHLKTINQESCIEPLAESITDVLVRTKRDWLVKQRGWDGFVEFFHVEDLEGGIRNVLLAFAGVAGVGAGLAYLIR
RGS8-Gao: modulates binding of RGS8 to human Galphao | P09471 | multiplexed bead flow cytometry; actives lie on both sides | response (percent of control binding), % at 10 µM | hit rate 0.34% among 220,000; in the data active = response below about 60% or above about 140%; inactive = in between;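 note: Galphao activated as the GDP aluminium fluoride complex binding bead-coupled RGS8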
Cdc42 wt: changes GTP binding to wildtype human Cdc42; P60953; GST-Cdc42 beads, Bodipy-GTP binding, flow cytometry; actives lie on both sides; percent activity (GTP binding), % at 10 µM; hit rate 0.2% among 190,000; AID 761;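 active = percent activity GTP binding at least 20 points away from the 100% baseline, either down as inhibitor or up as activator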;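 note: median bead fluorescence of bound Bodipy-FL-GTP at 100 nM; 0% = excess unlabeled GTP control and 100% = no compound control; below 100% means less GTP binding so inhibitor and above means activator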
Target sequence (P60953 whole entry, looked up): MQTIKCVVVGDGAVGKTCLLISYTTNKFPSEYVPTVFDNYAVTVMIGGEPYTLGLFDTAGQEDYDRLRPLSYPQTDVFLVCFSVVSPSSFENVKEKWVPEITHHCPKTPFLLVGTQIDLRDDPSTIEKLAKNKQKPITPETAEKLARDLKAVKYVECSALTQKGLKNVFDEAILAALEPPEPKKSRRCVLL
Bim-Mcl-1: inhibitors of Bim-Mcl-1 interaction, human. Q07820. Bead-based flow cytometry, Bim peptide-Mcl-1 binding. inhibition, % at 10 µM. hit rate 0.1% among 190,000; in the data active = inhibition above about 40%;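 note: 0% = no compound tracer wells and 100% = peptide blocker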
Rab2 wt GTP: changes GTP binding to wildtype dog Rab2A, up or down. P61105. GST-Rab2 wt beads, Bodipy-GTP binding, flow cytometry. GTP binding activity, % at 10 µM. hit rate 0.19% among 190,000. AID 760;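 active = GTP binding activity at least 20 points away from 100%, either lowered or raised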;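 note: 0% = beads with excess unlabeled GTP and 100% = no-compound control corrected for plate trend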
HRas wt GTP: modulators of GTP binding to human HRas wildtype. GST-Ras wt beads, Bodipy-FL-GTP binding, flow cytometry; actives lie on both sides. hit rate 0.14% among 190,000. AID 759. GTP binding activity, % at 10 µM;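 active = GTP binding activity at least 20% away from the 100% baseline, either lowered as inhibitor or raised as activator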;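 note: 0% = unlabeled GTP competition control and 100% = no-compound control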
Target sequence (P01112 whole entry, looked up): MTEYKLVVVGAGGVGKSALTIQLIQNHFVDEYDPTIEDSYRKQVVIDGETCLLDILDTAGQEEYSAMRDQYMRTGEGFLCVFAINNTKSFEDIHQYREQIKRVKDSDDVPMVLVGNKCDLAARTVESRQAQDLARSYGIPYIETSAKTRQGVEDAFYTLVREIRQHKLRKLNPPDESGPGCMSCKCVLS
Mcl1 Noxa PPI: Mcl-1/Noxa interaction inhibition | Q07820 | TR-FRET Mcl-1/Noxa peptide binding, 2 h | inhibition, % at 21.7 µM | hit rate 1.5% among 220,000 | AID 1022;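 active = compounds that cut the protein-peptide binding signal by more than 50% relative to plate controls in a single-dose test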;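 note: His-tagged Mcl-1 with rhodamine Noxa BH3 peptide and terbium anti-His antibody; 0% = Mcl-1 plus Noxa peptide wells and 100% = peptide-only wells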
Pf gametocyte: P. falciparum stage V gametocyte viability inhibition. P. falciparum stage V gametocytes, ATP luminescence, 24 h. inhibition, % at 10.9 µM. hit rate 0.065% among 150,000. AID 743093;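 active = inhibition above the mean plus 3 SD of compounds within the control limits, set per campaign, cut at about 38% in these data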;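 note: 0% = DMSO wells and 100% = medium only without gametocytes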
Rab7 wt modul: alters GTP binding to wildtype dog Rab7; hit rate 0.055% among 190,000; GTP binding activity (percent of control), % at 10 µM; GST-Rab7 beads, fluorescent GTP binding, flow cytometry; actives lie on both sides; untreated = 100%, excess cold GTP = 0%;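 active = fluorescent GTP binding to Rab7 beads changed by at least 20 points from the 100% baseline, either direction, mostly lower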;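 note: median green fluorescence of bound Bodipy-FL-GTP per Rab7 bead population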
Rac1 act GTP bind: modulators of GTP binding to human Rac1 activated mutant; P63000; GST-Rac1 activated beads, fluorescent GTP binding, flow cytometry; actives lie on both sides; 100% means binding = to untreated wells; percent activity (GTP binding), % at 10 µM; hit rate 0.11% among 190,000; AID 764;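 active = GTP binding at least 20 percentage points away from the 100% baseline, in either direction, so actives lie on both sides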
Rac1 wt GTP bind: human Rac1 wildtype GTP binding, inhibitors and activators | hit rate 0.27% among 190,000 | AID 757 | P63000 | GTP binding activity (% of control), % at 10 µM | GST-Rac1 beads, fluorescent GTP binding, flow cytometry; actives lie on both sides; 0 = cold GTP competed, 100 = untreated;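 active = GTP binding activity at least 20 points away from the 100% control level, either lower or higher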
Starred values were filed as active, the others as inactive; x = not tested or not shown.

SMILES	Mcl1 Bid PPI	RGS8-Gao	Cdc42 wt	Bim-Mcl-1	Rab2 wt GTP	HRas wt GTP	Mcl1 Noxa PPI	Pf gametocyte	Rab7 wt modul	Rac1 act GTP bind	Rac1 wt GTP bind
O=C(N1CCN(c2ccccn2)CC1)C(Cl)(Cl)Cl	-15	104	101	-4	100	101	7	x	102	101	101
CN1C(=O)c2ccccc2C(C(=O)NCc2ccco2)C1c1c[nH]c2ccccc12 (stereo not given)	-25	102	101	0	99	99	13	24	96	99	101
CCCC(=O)Nc1ccc(NC(=O)c2cccc(OC)c2)nc1	1	94	105	-1	102	103	-3	10	96	102	103
COC(=O)c1ccc(N2CCCCC2)c(N)c1	-35	102	98	-4	97	97	4	25	96	96	100
COc1ccc(C(=O)N2CCN=C2c2ccccc2)cc1OC	-11	115	100	3	100	100	21	x	102	98	101
CCOc1ccc2cc(C(=O)c3ccccc3)c(=O)oc2c1	12	98	105	-3	95	99	-7	8	101	99	103
COc1ccc(N2CCN(C(=O)CSc3nc4c(c(=O)n(C)c(=O)n4C)n3C(C)C)CC2)cc1	-2	102	102	-1	100	101	6	x	97	100	105
COc1ccc2ccccc2c1/C=N/NC(=S)NCCN1CCOCC1	-58	116	94	0	96	95	21	-18	93	96	96
O/C(=C\c1ccc2ccccc2n1)c1ccc(O)cc1O	-25	102	89	0	87	86	19	11	89	87	80
O=c1c(-c2nn[nH]n2)coc2ccc(Cl)cc12	3	98	97	-2	95	94	-3	5	93	93	96
CNC(=O)NC(=O)COc1c(F)c(F)cc(F)c1F	0	102	101	0	100	101	-5	13	102	95	98
Cc1cccc(N2CCN(C(=O)CCS(=O)(=O)c3ccc(Br)cc3)CC2C)c1 (stereo not given)	-76	102	98	-1	103	99	17	x	108	95	105
COc1ccc(NC(=O)CN2CCN(c3ccc(Cl)cc3)CC2)c(OC)c1	-33	102	98	-3	97	97	11	7	99	96	98
CCCn1nc(C(=O)NCCc2ccc(S(N)(=O)=O)cc2)c2ccccc2c1=O	-12	101	101	0	98	98	-1	11	101	96	106
CCCSc1ncc(Cl)c(C(=O)Nc2ccc(S(=O)(=O)N3CC(C)OC(C)C3)cc2)n1 (stereo not given)	-22	101	102	-3	103	103	-1	x	100	102	102
NC(=S)NNc1cc(Cl)cc(Cl)c1	-30	91	99	-1	99	99	10	x	101	98	100
O=C(Cn1ncc2c(=O)oc3ccccc3c21)N1CCc2ccccc2C1	7	105	104	-8	99	101	-9	x	102	100	103
CCOC(=O)C1CCN(c2c(NCc3ccc(C(=O)NC(C)CC)cc3)c(=O)c2=O)CC1 (stereo not given)	-6	102	103	-3	104	103	-4	1	103	102	108
Cc1onc(-c2ccccc2Cl)c1C(=O)Nc1ccc(F)c(F)c1	-4	100	101	-1	101	103	-2	-1	101	93	101
CCN(CC)CCCNC(=O)CSc1nc(C)cc(C)n1	-38	92	94	3	95	94	-13	22	94	97	97

Part of the list above, with each value named.
> O=C(N1CCN(c2ccccn2)CC1)C(Cl)(Cl)Cl
  Mcl1 Bid PPI: -15; RGS8-Gao: 104; Cdc42 wt: 101; Bim-Mcl-1: -4; Rab2 wt GTP: 100; HRas wt GTP: 101; Mcl1 Noxa PPI: 7; Pf gametocyte: x; Rab7 wt modul: 102; Rac1 act GTP bind: 101; Rac1 wt GTP bind: 101
> O/C(=C\c1ccc2ccccc2n1)c1ccc(O)cc1O
  Mcl1 Bid PPI: -25; RGS8-Gao: 102; Cdc42 wt: 89; Bim-Mcl-1: 0; Rab2 wt GTP: 87; HRas wt GTP: 86; Mcl1 Noxa PPI: 19; Pf gametocyte: 11; Rab7 wt modul: 89; Rac1 act GTP bind: 87; Rac1 wt GTP bind: 80

Later entries
SMILES	Mcl1 Bid PPI	RGS8-Gao	Cdc42 wt	Bim-Mcl-1	Rab2 wt GTP	HRas wt GTP	Mcl1 Noxa PPI	Pf gametocyte	Rab7 wt modul	Rac1 act GTP bind	Rac1 wt GTP bind
COc1cccc(CN2CCNC(=O)C2CC(=O)NCCc2ccccn2)c1 (stereo not given)	-19	102	97	-1	97	99	10	-21	101	99	102
CNc1nc(C)nc(N/N=C/c2ccccc2)n1	-13	101	96	-3	98	97	8	0	98	96	99
O=[N+]([O-])c1cc(C(F)(F)F)cc([N+](=O)[O-])c1NCc1cccnc1	-5	101	102	-2	102	101	-8	3	97	101	101
CN1CCC(OC(=O)c2ccccc2Cl)CC1	-3	95	97	0	96	96	27	2	97	94	101
CCc1nc(SCC(=O)Nc2cc(C)on2)c2c(=O)n(C)c(=O)n(C)c2n1	3	109	97	1	99	100	9	x	100	100	101
Cc1ccc(S(=O)(=O)N2CCN(CC(=O)NC3CCCc4ccccc43)CC2)c(C)c1 (stereo not given)	4	103	101	-1	99	101	2	-3	98	100	102
COc1ccc(NC(=O)Nc2nnc(C(C)C)s2)cc1	-5	93	99	-5	101	98	4	x	95	98	101
CC1=CN2C(=N)/C(=C/c3ccc(C)o3)C(=O)N=C2S1	-32	100	99	0	99	97	9	-17	96	99	100
COc1ccc(C/C(C)=N/NC(=O)c2ccncc2)cc1	-27	98	103	-1	102	103	2	6	97	103	104
Cn1c(C(=O)N(Cc2ccccc2)Cc2cccs2)cc2sccc21	-18	97	102	-9	100	101	3	3	98	101	103
O=C(CC(C(=O)O)N1CCOCC1)Nc1ccc(Cl)cc1 (stereo not given)	-12	106	98	0	96	97	35	x	98	96	96
O=C(CSc1nc(C2CC2)nc2ccccc12)Nc1ccccc1N1CCOCC1	-10	98	95	-2	98	98	14	14	98	96	98
COc1ccc(S(=O)(=O)NCC2CCCN(C(=O)C=C(C)C)C2)cc1 (stereo not given)	-40	104	97	-1	97	96	-8	-9	95	97	98
CCOC(=O)CCn1cc(F)c(=O)[nH]c1=O	-6	100	100	1	102	100	4	-2	110	97	103
N#Cc1c(C#N)c(-c2ccccc2)n(-c2ccccc2)c1N	-11	102	93	-4	94	94	4	3	91	93	100
O=[N+]([O-])c1cccc2c(N3CCCC3)ccnc12	-18	103	100	-1	98	96	-3	9	97	94	99
N#Cc1ccc(CO/N=C/c2ccccc2)cc1	89*	101	95	0	99	101	-4	10	109	99	104
COc1ccc(/C=C(/CC(=O)NCc2ccc(Cl)cc2)c2nc3ccccc3s2)cc1	2	103	100	-3	100	101	5	-15	99	99	105
COc1cccc(CNC(=O)c2ccc(NC(=O)C3CCCO3)cc2)c1 (stereo not given)	-23	98	99	-1	100	99	8	x	99	98	101
COc1ccccc1CN1C[C@@H]2C[C@@H](c3cccc(C)n3)N3CCC[C@@]23C1=O	-38	126	99	3	98	97	2	x	95	98	98

Exported with bars between the fields: 5 of the compounds above.
smiles | Mcl1 Bid PPI | RGS8-Gao | Cdc42 wt | Bim-Mcl-1 | Rab2 wt GTP | HRas wt GTP | Mcl1 Noxa PPI | Pf gametocyte | Rab7 wt modul | Rac1 act GTP bind | Rac1 wt GTP bind
CCOC(=O)CCn1cc(F)c(=O)[nH]c1=O | -6 | 100 | 100 | 1 | 102 | 100 | 4 | -2 | 110 | 97 | 103
O=[N+]([O-])c1cccc2c(N3CCCC3)ccnc12 | -18 | 103 | 100 | -1 | 98 | 96 | -3 | 9 | 97 | 94 | 99
COc1ccc(S(=O)(=O)NCC2CCCN(C(=O)C=C(C)C)C2)cc1 (stereo not given) | -40 | 104 | 97 | -1 | 97 | 96 | -8 | -9 | 95 | 97 | 98
COc1cccc(CNC(=O)c2ccc(NC(=O)C3CCCO3)cc2)c1 (stereo not given) | -23 | 98 | 99 | -1 | 100 | 99 | 8 | x | 99 | 98 | 101
COc1ccc(/C=C(/CC(=O)NCc2ccc(Cl)cc2)c2nc3ccccc3s2)cc1 | 2 | 103 | 100 | -3 | 100 | 101 | 5 | -15 | 99 | 99 | 105

Later entries:
SMILES	Mcl1 Bid PPI	RGS8-Gao	Cdc42 wt	Bim-Mcl-1	Rab2 wt GTP	HRas wt GTP	Mcl1 Noxa PPI	Pf gametocyte	Rab7 wt modul	Rac1 act GTP bind	Rac1 wt GTP bind
CCC(C)(C)n1nnnc1C(c1cc2ccc(C)cc2[nH]c1=O)N(Cc1cccnc1)Cc1ccco1 (stereo not given)	-14	100	101	-3	102	102	3	-14	95	99	97
CCCC1NC(=O)NC(C)=C1C(=O)OCC (stereo not given)	-6	100	101	1	99	99	-13	3	98	99	101
Cc1ccccc1OCc1nc2c3c(ncn2n1)-c1ccccc1CC31CCCC1	14	94	103	21	95	97	1	-2	99	97	102
O=C(NCCOc1cccc(Oc2ccccc2)c1)c1cc(-n2cnnc2)ccc1Cl	9	98	100	-3	98	100	16	x	100	97	100
Cc1noc(NS(=O)(=O)c2ccc(NC(=O)CSc3nc4ccccc4s3)cc2)c1C	9	112	99	2	95	97	64*	x	91	97	101
O=c1[nH]c2c(s1)C=Nc1ccccc1N2	-10	87	94	0	97	96	25	x	101	96	100
O=C(NCCc1ccccc1)C1CCC(Cn2c(=O)c3ccccc3n(Cc3cccnc3)c2=O)CC1 (stereo not given)	-6	100	97	-3	97	98	18	19	96	99	100
COc1ccc(/C=N/NC(=O)CN(C)S(=O)(=O)c2ccc(NC(C)=O)cc2)cc1	-18	100	98	1	98	101	3	-16	106	95	100
CN1C(=O)C(c2nnc(Nc3cccc4ccccc34)s2)C2CC1(C)Oc1ccccc12 (stereo not given)	2	101	99	-1	97	100	19	8	101	98	104
Cc1ccc(/C=N/NC(=O)c2cc(C)oc2C)o1	-12	102	96	-1	96	97	10	x	96	94	95
CCc1nnc(NC(=O)c2ccc(S(=O)(=O)N(CC)CC)cc2)s1	-12	102	103	0	103	103	10	x	103	102	114
CCOc1ccccc1NC(=O)C(OC(=O)c1ccccc1)c1ccccc1 (stereo not given)	-36	102	100	-2	99	100	16	-19	99	96	104
CN1C(=O)/C(=C\c2cc(N=Nc3ccccc3)ccc2O)SC1=S	-5	100	98	1	97	99	29	x	98	94	97
CCOC(=O)Cn1c(=O)oc2cc(S(=O)(=O)NCCc3ccc(C)cc3)ccc21	-9	84	89	2	90	92	22	x	94	89	89
c1ccc(COc2ccc(OCCCn3cncn3)cc2)cc1	10	100	104	-2	103	103	8	-13	101	101	103

Screening results as filed in PubChem.
